sdo1 growth: restores growth of sdo1-depleted yeast | S. cerevisiae sdo1-depleted JHY4D growth rescue, OD600 30 h; active compounds read high; pdr5 snq2 efflux-pump mutant strain | AID 817 | z-score at 10 µM | hit rate 0.21% among 140,000;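 active = z-score above 3 at both the 24 hr and the 30 hr optical density reads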;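 note: z-score against mean and SD of all compound wells on the same plate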
Insulin prom inh: TRM-6 insulin promoter activity inhibition. TRM-6 cells (human fetal islet line), insulin promoter-eGFP reporter, imaging; reporter expression induced with tamoxifen. inhibition, % at 2 µM. hit rate 0.9% among 130,000. AID 1273;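 active = inhibition above the mean plus 3 SD, with well images judged a real hit on visual review, cut at about 60% in these data, passing the limit was not always enough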
sdo1 growth Rescue 24 h: further read-out of sdo1 growth, marked with its call; z-score; S. cerevisiae sdo1-depleted JHY4D growth rescue, OD600; measured here: growth rescue at 24 h;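 0 is the plate mean of compound wells and units are plate SD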
Starred values were filed as active, the others as inactive; nt = no result given; [ ] = another dose, or the depositor's remark. A portion of the library; rates above refer to the full screens.

sdo1 growth,sdo1 growth Rescue 24 h,Insulin prom inh,mol
0.27,0.92,6,CCC(C(=O)NC1CCCC1)N(C(=O)c1snc(C(N)=O)c1N)c1ccc2c(c1)OCCO2 (stereo unspecified)
nt,nt,-41,CCCCn1c(=O)c(CCC(=O)OCC(=O)NC(=O)NCCOC)nc2ccccc21
-0.02,0.92,-24,Cc1ccc(C)c(NS(=O)(=O)c2cc(C(=O)NCc3ccccn3)ccc2Cl)c1
0.84,0.13,-88,Cc1cc(C(=O)NCCc2ccccc2)ccc1[N+](=O)[O-]
0.23,0.78,nt,Cc1ccc(-c2ccc(SCC(=O)c3ccccc3)nn2)cc1
0.41,-0.22,42,CC1CN(CCC(=O)Nc2ccc3c(c2)CCC3)CC(C)O1 (stereo unspecified)
1.1,1,nt,CC1(C)C2([N+](=O)[O-])CN3CC1([N+](=O)[O-])CN(C2)C3c1ccccc1 (stereo unspecified)
-0.8,-0.78,nt,CCOC(=O)CCc1c(C)nc(SCC(=O)O)c(C#N)c1C
-0.55,-0.51,46,CCOc1ccc(/C=N/N(C)c2ccccc2)cc1OC
0.69,0.35,17,COc1ccc(/C=C(/NC(=O)c2ccccc2)C(=O)NC2CCS(=O)(=O)C2)cc1 (stereo unspecified)
0.17,-0.59,34,COc1ccc(CCNC(=O)C/C(C)=N/NC(=O)C23CC4CC(CC(C4)C2)C3)cc1OC
0.59,0.17,-11,O=C(O)CCCCCNC(=O)c1ccccc1Br
-1.3,-0.78,-296,CCCCCn1c(CN2CCN(c3cccc(Cl)c3)CC2)nc2c1c(=O)[nH]c(=O)n2C
-0.92,-0.29,-20,Cc1ccc(-c2nc(S(=O)(=O)c3ccc(F)cc3)c(SCC(=O)NCC3CCCO3)o2)cc1 (stereo unspecified)
-0.47,-0.4,5,COc1ccc(/C=C/C(=O)NC(=S)NNC(=O)Cc2cccs2)cc1
-0.57,-0.74,-10,O=C(Cn1cnc2ccc(Br)cc2c1=O)c1cccs1
1.3,1.1,8,O=C(Cn1cnc2ccccc2c1=O)c1cccs1
0.76,1.1,18,c1ccc(SCc2nc3ccccc3[nH]2)cc1
-0.01,0.43,7,O=C(NC1CCCc2ccccc21)c1cccnc1 (stereo unspecified)
0.07,-0.39,14,S=C(NCc1ccncc1)Nc1ccc(Cl)cc1

Structures from the list above that contain an aryl methoxy group (4):
sdo1 growth,sdo1 growth Rescue 24 h,Insulin prom inh,mol
-0.55,-0.51,46,CCOc1ccc(/C=N/N(C)c2ccccc2)cc1OC
0.69,0.35,17,COc1ccc(/C=C(/NC(=O)c2ccccc2)C(=O)NC2CCS(=O)(=O)C2)cc1 (stereo unspecified)
0.17,-0.59,34,COc1ccc(CCNC(=O)C/C(C)=N/NC(=O)C23CC4CC(CC(C4)C2)C3)cc1OC
-0.47,-0.4,5,COc1ccc(/C=C/C(=O)NC(=S)NNC(=O)Cc2cccs2)cc1

Additional entries:
sdo1 growth,sdo1 growth Rescue 24 h,Insulin prom inh,mol
0.07,0.11,nt,O=C(CSc1ccccc1)Nc1nc2ccccc2[nH]1
-0.28,0.01,nt,COc1cccc(C2CC(c3cccs3)=NN2C(=O)CSc2nc3ccccc3o2)c1OC (stereo unspecified)
-1,-1.5,nt,CC1Cc2ccccc2N1C(=O)C1CCCN(S(=O)(=O)c2cccc3cccnc23)C1 (stereo unspecified)
-1.5,-1.7,31,COc1ccc2c(c1)C1=NN(/C(C)=C\C(C)=O)C(c3ccccc3)C1CC2 (stereo unspecified)
0.35,0.14,-21,Clc1ccc(CNCc2cccs2)cc1Cl
0.12,2.1,-7,O=C(NC1CCCC1)C1(c2ccccc2)CCN(S(=O)(=O)c2ccccc2)CC1
-2.1,-2,nt,NC(=S)Nc1cccc2cc3ccccc3cc12
0.77,0.15,17,OC(COCc1ccccc1)Cn1cnc2ccccc21 (stereo unspecified)
1.1,1.4,7,CCNC(=O)COc1ccc(S(=O)(=O)Nc2ccccc2)cc1
nt,nt,-30,Cc1ccc(OCCCCNC2CCCCC2)c(C)c1
0.99,-0.03,50,CCNS(=O)(=O)c1ccc(NS(C)(=O)=O)cc1
-0.28[11.8 µM],-0.84,nt,COc1ccc(CCNS(=O)(=O)c2cccc3nsnc23)cc1OC
0.06,-1.1,-17,Cc1cc(Cl)c(S(=O)(=O)NC(C(=O)O)C(C)C)cc1OCC(=O)NC1CCCCC1 (stereo unspecified)
-0.13,-0.27,nt,Fc1ccc(N2CCN(Cc3nnc(-c4ccccc4)o3)CC2)cc1
-2.1,-1.7,-39,Cc1cc(OCCn2cc(/C(N)=N/O)c3ccccc32)ccc1Cl
0.1,-0.56,11,Cc1c(OC(=O)c2ccc([N+](=O)[O-])cc2)c2c(c[n+]1C)COC(C)(C)OC2
nt,nt,33,C/C(=N\NC(=O)C1CC1)c1cccc(NC(=O)c2cccc(Cl)c2)c1
0.82,0.56,-23,Cc1cc([N+](=O)[O-])nn1CC(=O)NNC(=S)Nc1ccc(Cl)cc1
0.26,-0.15,9,COC(=O)c1c(C)[nH]c(C(=O)OCC(=O)NCC(C)C)c1C
-0.73,0.24,39,CCOC(=O)c1ccccc1NC(=O)c1c(O)c2ccccc2n(CC)c1=O

Arranged by SMILES length (lowest first): part of the list above
sdo1 growth,sdo1 growth Rescue 24 h,Insulin prom inh,mol
nt,nt,-30,Cc1ccc(OCCCCNC2CCCCC2)c(C)c1
0.77,0.15,17,OC(COCc1ccccc1)Cn1cnc2ccccc21 (stereo unspecified)
0.07,0.11,nt,O=C(CSc1ccccc1)Nc1nc2ccccc2[nH]1
-0.13,-0.27,nt,Fc1ccc(N2CCN(Cc3nnc(-c4ccccc4)o3)CC2)cc1
-0.73,0.24,39,CCOC(=O)c1ccccc1NC(=O)c1c(O)c2ccccc2n(CC)c1=O
-1.5,-1.7,31,COc1ccc2c(c1)C1=NN(/C(C)=C\C(C)=O)C(c3ccccc3)C1CC2 (stereo unspecified)

(cont.)
sdo1 growth,sdo1 growth Rescue 24 h,Insulin prom inh,mol
nt,nt,-23,COc1ccc(Br)cc1/C=C\C(=O)NCc1cccnc1
0.45,-0.18,nt,O=C(NCCN1CCCCCC1)C1CCN(S(=O)(=O)N2CCOCC2)CC1
0.53,0.19,-40,O=C(CN1CCN(Cc2ccc3c(c2)OCO3)CC1)Nc1ccc2c(c1)OCO2
-0.11,0.53,25,O=C(OCc1ccccc1Cl)c1ccc(-n2cnnc2)cc1
0.55,0.47,nt,O=C1CCc2cc(S(=O)(=O)N3CCC(C(=O)NC4CCCCCCC4)CC3)ccc2N1
0.15,0.15,31,CCOC(=O)CCC(=O)Nc1ccc(S(=O)(=O)N2CCCC2)cc1
nt,nt,17,CN(C(=O)CSc1nnnn1-c1ccc(O)cc1)C1CCS(=O)(=O)C1 (stereo unspecified)
-0.58,-0.81,-3,Cc1cc2cc(C=O)c(Cl)nc2cc1C
0.51,0.28,62,CC(=O)CCc1c[nH]c2c(C(=O)O)cccc12
nt,nt,-18,Nc1ccccc1NC1CCCCC1
nt,nt,15,Cc1ccc(N(C(=O)Cc2cccs2)C2C=CS(=O)(=O)C2)cc1Cl (stereo unspecified)
0.07,-0.35,5,COc1ccc(S(=O)(=O)N(C)CC(=O)NCc2cccnc2)cc1C
nt,nt,7,Cc1c(C(=O)O)c(=O)n(-c2ccccc2)n1-c1ccccc1
nt,nt,36,CCOC(=O)c1c(C)[nH]c(C)c1C(=O)COc1ncnc2cc([N+](=O)[O-])ccc12
-0.13,-0.32,-30,Cc1nc2cc(F)ccc2n1C1CCN(S(=O)(=O)c2ccccc2)CC1
-0.62,-0.9,17,CC1CCCN(C(=O)CSc2cnc3ccccc3n2)C1 (stereo unspecified)
-1.4,-0.37,nt,Cc1ccc(Cn2c(NC(=O)c3ccco3)nc3ccccc32)cc1
2,2.4,nt,COc1ccc(C(=O)c2coc3ccc(O)c(CN(C)C)c23)cc1
0.03,-0.38,-12,Cc1cc(NC(=S)N(CCCN2CCOCC2)Cc2ccco2)ccc1Cl
-0.93,-0.91,54,CCOc1cc(NC(=S)NCC2CCCO2)c(OCC)cc1NC(=O)c1ccccc1 (stereo unspecified)
-0.69,-0.58,0,Cc1cccc(-n2nc3c(c2NC(=O)c2ccco2)CSC3)c1C
-0.43,0.03,nt,CCn1cc(C(=O)Nc2ccc3c(c2)OCCO3)c2cc(OC)c(OC)cc2c1=O
0.94,0.72,nt,O=C(CCS(=O)(=O)c1cccc2nonc12)N1CC(=O)N(CCc2ccccc2)C(=O)C1
0.43,-0.03,-8,O=C(O)CCCSCC(=O)Nc1ccccc1
-0.48,-0.13,0,Cc1ccc(C(=O)c2cn[nH]c2-c2ccccc2O)cc1
0.24,-0.25,3,CCCCNS(=O)(=O)c1ccc(NS(=O)(=O)c2c(C)cc(C)cc2C)cc1
2,2.4,7,COc1ccc(-c2cc(-c3n[nH]c(=S)n3-c3cc(OC)ccc3OC)[nH]n2)cc1
0.68,0.67,13,O=C(NCC1CCCO1)C1CC(=O)N(C2CCCC2)C1 (stereo unspecified)
-0.48,-0.7,43,COc1cc(/C=C2/SC(=S)N(CC(=O)Nc3nc4ccccc4s3)C2=O)cc(OC)c1OC
-0.54,0.06,nt,COc1cc(C(=O)OC2CCCCC2=O)cc(OC)c1C (stereo unspecified)
0.56,0.47,3,COc1ccc(N=C2C(=Nc3ccc(OC)cc3)N(c3ccc(OC)cc3)C(=S)N2c2ccccc2)cc1
0.17,2.1,nt,Cc1c(C)c2cc3c4c(oc3c(C)c2oc1=O)CCCC4
0.8,0.01,5,O=C(/C=N/O)NCc1ccncc1
0.84,0.94,nt,Clc1ccc(-c2nnc(CCc3ccccc3)o2)c(Cl)c1
-0.4,-1.2,0,O=C(c1ccc(Cl)c(Cl)c1)N(Cc1ccco1)c1ccc(O)cc1
0.17,0.22,24,Cc1[nH]c(=O)c(C#N)c2c1CCCC2
-0.17,-0.14,-123,N#CC1=C(SCC(=O)c2ccccc2)NC2=C(C(=O)CCC2)C1c1ccco1 (stereo unspecified)
-1,-0.77,7,O=C(Nc1ccccc1)c1ccc(CSc2ccccn2)cc1
-1.5,-0.99,nt,COC(=O)c1c(NC(=O)COC(=O)c2ccccc2O)sc2c1CCCCC2
-2.2,-1,nt,Cc1ccc2nc(C(F)(F)F)c(C#N)c(N)c2c1
-0.46,-0.57,nt,CC1CC(C)CN(C/C=C/c2ccccc2[N+](=O)[O-])C1 (stereo unspecified)
-0.37,-0.7,-28,O=C(COc1ccc(-c2ccccc2)cc1)N1CCN(S(=O)(=O)Cc2ccccc2)CC1
0.72,-0.62,-21,Cc1ccc(S(=O)(=O)N2CCC(C(=O)N[C@@H](C)C(=O)NC3CCS(=O)(=O)C3)CC2)cc1 (stereo partly specified)
-0.37,-0.82,-19,COc1ccc(S(=O)(=O)N2CCCCC2)cc1NC(=S)Nc1ccccc1
-0.1,-0.33,-31,Cc1ccc(NC(=O)COc2ncnc3ccccc23)cc1S(=O)(=O)N1CCOCC1
-0.21,-1.4,11,COc1cc(-c2cc(C(=O)NN3CCN(C)CC3)c3ccccc3n2)cc(OC)c1OC
nt,nt,-7,CC1CCCCC1NC(=O)CCCn1c(=S)[nH]c2ccccc2c1=O (stereo unspecified)
0.96,0.78,nt,O=C(Oc1ccc2c3c(c(=O)oc2c1)CCC3)c1ccccc1[N+](=O)[O-]
0.1,0.15,-20,COc1ccc(NCc2ccc([N+](=O)[O-])s2)cc1
nt,nt,-92,COc1ccc(CN2CC(=O)N(c3ccccc3C)C2=S)cc1OC
0.74,0.02,nt,O=C(CCCCn1c(=O)[nH]c2ccccc2c1=O)NCc1ccc2c(c1)OCO2
0.14,-0.74,-50,Cc1c(C(=O)N/N=C/C(C)C)[nH]c2c([N+](=O)[O-])cccc12
0.27,-0.09,nt,CC1(C)CC(=O)C(C(C2=C(O)CC(C)(C)CC2=O)c2cccc(O)c2)C(=O)C1 (stereo unspecified)
1.4,-0.03,-43,C=CCn1c(SCC(=O)NC(C)(C)C)nnc1-c1ccccc1O
0.77,0.39,9,OCc1nc2ccccc2n1C/C=C/c1ccccc1
0.36,1.2,6,COC(=O)c1[nH]c2cc(OC)ccc2c1NC(=O)c1nonc1C
0.39,0.97,13,C[N+](C)(C)CCCCCCCCCC[N+](C)(C)C
0.21,-1.3,22,Cc1cc(C)nc(SCC(=O)N/N=C/C=C/c2ccccc2)n1
-0.86,-0.78,nt,Cc1cccc(/C(N)=N/OC(=O)N2CCOCC2)c1
0.74,0.48,nt,COc1ccc(C(=O)O)cc1Nc1cc(C)nc2ncnn12

Other compounds.
sdo1 growth,sdo1 growth Rescue 24 h,Insulin prom inh,mol
-0.58,0.7,0,COc1ccccc1N1CCN(Cc2nc(N)nc(Nc3ccc(C)cc3)n2)CC1
nt,nt,-62,O=C(C1CC(=O)N(C2CCCCC2)C1)N1CCc2ccccc21 (stereo unspecified)
1,1.2,nt,CCOC(=O)c1sc(=S)n(C)c1N
nt,nt,-5,Cc1nn2cc(-c3cccc(Cl)c3)cnc2c1Br
-1.4,-1.4,16,Cc1cc(C)cc(-n2nnc(C(=O)NCc3ccco3)c2N)c1
nt,nt,47,COC(=O)[C@@H](NC(=O)CCc1nnc(-c2ccsc2)o1)C(C)C
-1.4,-0.08,50,O=[N+]([O-])c1ccc2c(c1)C(N1CCOCC1)/C(=C/COc1ccc(Cl)cc1Cl)O2 (stereo unspecified)
-0.18,-0.08,37,Cc1cc(C)c(C(=O)/C=C/C=C/c2ccccc2)c(=O)[nH]1
-0.98,-0.72,22,CCOC(=O)C1CCCN(C(=O)c2cc(Nc3ccc(OC)cc3)nc3ccccc23)C1 (stereo unspecified)
0.66,0.13,-61,COc1cc(Cl)c(S(=O)(=O)N2CC(C)OC(C)C2)cc1Cl (stereo unspecified)
